Bioassay records (PubChem BioAssay)
core dimer inh: HCV core protein dimerization inhibition | TR-FRET GST/Flag-core106 dimerization, 1536-well | inhibition, % at 5 µM | 300,000 compounds, 0.33% hits | AID 1899;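 active means inhibition above the mean of all tested compounds plus 3 SD, set per screening campaign, cut at about 45% in these data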
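Assay system: tagged HCV core106 pair (GST and Flag); medium: KF-containing HEPES buffer, pH 7.45, DTT, CHAPS, BSA; also added: Eu donor and XL665 acceptor anti-tag antibodies; dosing: 5 µM single dose; timing: compound-protein-antibody incubation 4 h at 22.5 °C; signal: TR-FRET 671 and 617 nm emission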
Efflux pump mplx: blocks antifungal efflux pumps in multiplex yeast assay. S. cerevisiae Candida pump triplex, Nile Red efflux. inhibition, % at 10 µM. 330,000 compounds, 0.44% hits. AID 485275;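 active means plate passing quality check with inhibition over a set limit, or well fluorescence over plate mean plus 4 SD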;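 further: Nile Red retained in pooled yeast measured as flow cytometry median fluorescence; 0% = buffer negative control and 100% = Enniatin B positive control; higher means more Nile Red kept so more efflux inhibition; some compounds called inactive have numbers as strong as hits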
PP1 inh: blocks human PP1-alpha phosphatase, a PP5 counter-screen; inhibition, % at 6.7 µM; P62136; 320,000 compounds, 0.9% hits; AID 2235; purified PP1alpha, OMFP fluorescence;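 active means inhibition above the mean inhibition of all tested compounds plus 3 SD, computed separately for each screening campaign, cut at about 15% in these data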
Fh CTSL1 inh: cathepsin L1 inhibition, PFM18AAP counter-screen; inhibition, % at 5.96 µM; recombinant F. hepatica cathepsin L1, Z-Leu-Arg-MCA fluorescence; 300,000 compounds, 0.49% hits;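 active means inhibition above the mean of all tested compounds plus 3 SD, set per screening campaign, cut at about 17% in these data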;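 further: 0% = plate median of test compound wells and 100% = 1 µM Z-Phe-Ala-diazomethylketone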
ZTA DNA inh: counter-screen for EBNA-1 inhibitors: inhibitors of Epstein-Barr virus ZTA. ZTA-DNA binding, fluorescence polarization. inhibition, % at 11 µM. 320,000 compounds, 0.15% hits; in the data active means inhibition above about 33%
Target sequence (P03206 whole entry, looked up): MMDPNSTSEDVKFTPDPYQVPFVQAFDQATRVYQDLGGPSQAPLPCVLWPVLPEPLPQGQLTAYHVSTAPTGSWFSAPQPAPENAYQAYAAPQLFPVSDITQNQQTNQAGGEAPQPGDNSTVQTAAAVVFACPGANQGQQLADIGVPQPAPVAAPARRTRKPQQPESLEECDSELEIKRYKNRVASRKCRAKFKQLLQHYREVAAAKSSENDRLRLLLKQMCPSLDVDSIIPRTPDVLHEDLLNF
PREPL inh: inhibits the human prolyl oligopeptidase-like enzyme; Q4J6C6; recombinant PREPL, fluorescence polarization activity-based probe; inhibition, % at 5.96 µM; 320,000 compounds, 0.68% hits; AID 2751; in the data active means inhibition above about 43%;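 further: 0% = enzyme with DMSO and 100% = wells lacking enzyme; many of its hits are not listed in these tables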
Target sequence (Q4J6C6 whole entry, looked up): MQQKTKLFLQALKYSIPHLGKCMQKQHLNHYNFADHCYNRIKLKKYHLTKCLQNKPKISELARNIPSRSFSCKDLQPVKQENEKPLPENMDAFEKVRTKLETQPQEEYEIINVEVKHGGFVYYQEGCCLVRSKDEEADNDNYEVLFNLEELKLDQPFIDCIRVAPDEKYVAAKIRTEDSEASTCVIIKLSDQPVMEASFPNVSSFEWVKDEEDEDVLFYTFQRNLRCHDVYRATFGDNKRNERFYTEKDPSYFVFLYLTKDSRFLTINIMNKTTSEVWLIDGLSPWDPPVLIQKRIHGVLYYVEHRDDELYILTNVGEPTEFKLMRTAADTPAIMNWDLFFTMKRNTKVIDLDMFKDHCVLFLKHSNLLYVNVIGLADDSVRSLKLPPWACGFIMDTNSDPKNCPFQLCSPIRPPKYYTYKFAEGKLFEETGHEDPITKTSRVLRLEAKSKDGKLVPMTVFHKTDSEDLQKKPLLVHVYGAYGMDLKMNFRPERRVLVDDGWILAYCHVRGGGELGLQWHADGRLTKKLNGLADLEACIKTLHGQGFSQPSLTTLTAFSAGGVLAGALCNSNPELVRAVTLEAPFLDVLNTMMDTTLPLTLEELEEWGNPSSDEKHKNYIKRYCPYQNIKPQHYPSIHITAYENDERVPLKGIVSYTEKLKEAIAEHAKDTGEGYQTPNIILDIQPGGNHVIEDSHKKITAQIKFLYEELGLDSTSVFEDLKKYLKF
TPT1 inhibitor: inhibitors of Candida albicans tRNA 2'-phosphotransferase TPT1; recombinant caTPT1, FP RNA substrate dephosphorylation; 300,000 compounds, 0.81% hits; inhibition, % at 5 µM; AID 1962;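 active means inhibition above the mean of all tested compounds plus 3 SD, set per screening campaign, cut at about 24% in these data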;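 further: plate controls were DMSO alone for no effect and ferristatin control at 100 nM for full effect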
EBNA-1 inhibitor: blocks EBNA-1 binding to DNA | EBNA-1 DNA binding, fluorescence polarization | inhibition, % at 14.8 µM | 300,000 compounds, 0.34% hits | AID 1950; in the data active means inhibition above about 28%
PP5 inh: PP5 (human) phosphatase inhibition | P53041 | purified PP5c, OMFP substrate fluorescence | inhibition, % at 6.7 µM | 320,000 compounds, 0.18% hits | AID 1987;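 active means inhibition above the campaign's mean inhibition across all tested compounds plus 3 SD, cut at about 9.5% in these data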;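 further: 0% = DMSO only and 100% = 100 µM cantharidin control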
Numbers without * were called inactive; / = no result given. The list is partial; rates above refer to the full screens.

item	canonical_smiles	core dimer inh	Efflux pump mplx	PP1 inh	Fh CTSL1 inh	ZTA DNA inh	PREPL inh	TPT1 inhibitor	EBNA-1 inhibitor	PP5 inh
1	CN(C(=O)CSc1cn(CC(=O)N2CCOCC2)c2ccccc12)c1ccccc1	-16	0.0	0	-4	-26	6	-1	-3	2.4
2	O=C(Nc1ncccc1O)c1cc2ccccc2o1	-9	0.1	-3	3	3	19	1	7	-1.1
3	CCOC(=O)Cn1cc(/C=N/NC(=O)CC#N)c2ccccc21	-1	0.0	-3	3	-14	33	0	-16	3.6
4	NC(N)=N/N=C/c1ccc(Cl)c(Cl)c1	-2	0.1	-1	-1	0	12	3	-6	-0.1
5	O=C(NCc1ccc2c(c1)OCO2)C1CCCN(S(=O)(=O)c2cccnc2)C1 (centres undefined)	-11	0.0	-2	-2	3	11	-2	-11	3.3
6	CC(C)CCOc1ccc(C(=O)NN2C(=O)NC3(CCCCC3)C2=O)cc1	1	0.1	0	-2	0	-3	0	10	-1.8
7	Cc1cc(C)cc(N(C(=O)CCC(=O)Nc2ccccn2)C(C(=O)NC(C)C)c2ccc(O)cc2)c1 (centres undefined)	4	-0.1	-2	3	18	3	-2	2	-3.7
8	Cc1ccc(N2CCN(S(=O)(=O)c3ccc4c(c3)oc(=O)n4C)CC2C)cc1 (centres undefined)	-14	1.1	-12	9	-4	-7	0	-4	2.8
9	Nc1nnc(-c2cccnc2)s1	-3	-0.2	-1	-1	-7	17	-3	-8	1.8
10	O=C(COc1ccc(Br)cc1)N/N=C1\SCC(=O)N1c1ccc(F)cc1	0	-0.1	2	0	-9	2	-2	-3	2.5
11	Cc1cccc(N2CCN(C(=O)C(C)C)CC2)c1C	2	0.1	6	3	14	12	-3	2	2.8
12	CCCCOP(=O)(OCCCC)C(Nc1ccc(C(=O)OCC)cc1)c1ccncc1 (centres undefined)	-12	0.5	3	1	-15	12	0	0	3.2
13	Cc1[nH]c2ccccc2c1CCO	-1	-0.1	-4	2	0	1	-5	2	-0.9
14	CN(CCOc1ccccc1)CC(=O)Nc1cccc(Br)c1	4	0.1	2	-2	-5	-37	1	-7	2.2
15	Cc1ccccc1NC(=O)CC1SC(=O)N(c2ccccc2)C1=O (centres undefined)	-3	-0.2	5	4	-16	7	-5	5	2.2
16	CC1CCCC(C)N1C(=O)Cn1cnc2cc([N+](=O)[O-])ccc2c1=O (centres undefined)	4	-0.2	5	3	2	21	-1	0	1.1
17	Cc1cccc2sc(NC(=O)CN(C)S(=O)(=O)c3cccs3)nc12	1	-0.3	2	-1	-1	-39	1	3	4.3
18	COc1ccc(N2C(=O)/C(=C\c3ccco3)N=C2SCC(=O)NC(C)C)cc1Cl	25	-0.3	0	3	9	7	11	-2	1.9
19	O=c1[nH]cnc(O)c1C(c1ccc(F)cc1)c1c(O)nc[nH]c1=O	2	0.0	2	-4	-3	-3	-1	2	2.4
20	COC(=O)[C@H]1C[C@@H]1[C@H](NS(=O)(=O)c1ccc2ccccc2c1)c1ccccc1	-17	/	4	2	-13	5	-3	0	4.0
21	COC(=O)CSc1nc2nc(-c3cccs3)cc(C(F)(F)F)c2c(=O)[nH]1	-1	0.1	0	-2	-8	-4	0	1	-0.2
22	O=C(CSc1nc2ccccc2c(=O)n1C1CC1)NCc1ccccc1	0	0.0	-2	0	-6	-2	0	8	0.7
23	Cc1cccc(C)c1CC(=O)N1CCOCC1	0	0.0	-1	0	-15	-10	3	-6	-0.1
24	COC(=O)CCCC1=CC2=CC(=O)C(C)(OC(=O)c3cccs3)C(=O)C2=CN1Cc1ccccc1 (centres undefined)	15	0.4	9	2	-7	17	0	-3	2.5

Some of the entries so far, with one line to a screen.
#14 CN(CCOc1ccccc1)CC(=O)Nc1cccc(Br)c1
#24 COC(=O)CCCC1=CC2=CC(=O)C(C)(OC(=O)c3cccs3)C(=O)C2=CN1Cc1ccccc1 (centres undefined)

screen / no.	14	24
core dimer inh	4	15
Efflux pump mplx	0.1	0.4
PP1 inh	2	9
Fh CTSL1 inh	-2	2
ZTA DNA inh	-5	-7
PREPL inh	-37	17
TPT1 inhibitor	1	0
EBNA-1 inhibitor	-7	-3
PP5 inh	2.2	2.5

Continuation.
item	canonical_smiles	core dimer inh	Efflux pump mplx	PP1 inh	Fh CTSL1 inh	ZTA DNA inh	PREPL inh	TPT1 inhibitor	EBNA-1 inhibitor	PP5 inh
25	CC1Oc2ccccc2N(CC(=O)N2CCCc3ccccc32)C1=O (centres undefined)	-1	-0.2	-1	11	9	4	0	0	0.9
26	CCn1cc(C(=O)O)c(=O)c2cc(F)c(N3CCN(C(=S)NC(=O)c4ccccc4F)CC3)cc21	2	0.1	4	1	5	-9	-2	-3	-2.3
27	Cn1cc(/C=N/n2cnc3scc(-c4ccccc4)c3c2=O)c2ccccc21	36	-0.3	2	8	12	3	-5	4	2.5
28	C/C(=C\C(=O)c1c(O)cc(C)oc1=O)N(C)C	-1	0.0	-2	-5	-4	2	-8	-11	1.1
29	Cc1cccc(CSc2ncc(CO)n2C)c1	-4	-0.1	-5	-2	-16	1	3	-15	0.8
30	COc1ccc(S(=O)(=O)NCC(=O)NCCc2ccc(OC)c(OC)c2)cc1	-2	0.0	1	0	-17	2	-3	-3	-0.3
31	O=C(CCc1ccccc1)N=C1SC2CS(=O)(=O)CC2N1Cc1ccc(F)cc1 (centres undefined)	0	-0.2	-6	-10	-25	22	-4	-5	-0.8
32	O=C(NCc1ccco1)Nc1ccc(OC(F)(F)F)cc1	-2	0.0	-3	-2	7	-4	-3	-10	2.4
33	CCOC(=O)CSc1nc(=O)n2cc(C)ccc2n1	-3	-0.4	1	3	15	1	3	0	0.0
34	CCCCCCCCCCCCS(=O)(=O)CCC(=O)O	3	0.1	-5	-5	7	4	1	-8	-0.2
35	O=C(NCCCN1CCCCCC1)C1CCCN(S(=O)(=O)c2cccc3nsnc23)C1 (centres undefined)	-1	0.0	6	2	-6	12	1	0	-0.9
36	CC(C)OC(=O)C(C#N)c1nc2ccccc2nc1N1CCN(Cc2ccccc2)CC1 (centres undefined)	14	0.0	1	2	-1	-4	3	2	2.1
37	C=C(C)CSc1nc2nc(C)c(Br)cc2[nH]1	2	0.0	4	-2	11	0	2	9	-1.3
38	COCC1CCN(C(=O)CCc2nnc(C3(c4ccc(Cl)cc4)CCC3)o2)C1 (centres undefined)	8	0.1	-1	3	14	0	-2	5	0.3
39	CCOc1cc(/C=C/C(=O)O)ccc1OCCOc1ccccc1	1	-0.4	0	3	-4	0	-2	-7	1.3
40	CCn1cc(C(=O)Nc2ccc(NC(=O)c3ccco3)cc2)c(=O)c2ccc(C)nc21	-2	-0.2	0	-3	13	15	0	-12	2.1
41	COc1cccc(/C=N/NC(=O)Cn2cnc3c2c(=O)n(C)c(=O)n3C)c1	-1	0.0	-6	-1	3	3	-4	-5	3.4
42	CCCC(=O)c1ccc(N2CCCCCC2)c(F)c1	8	0.6	-6	-2	-2	5	-3	-16	3.8
43	CSc1nc(O)c(/C=C2\C=Nc3ccccc32)[nH]1	-44	-0.1	6	3	11	33	0	-11	3.0
44	Cc1cccc2c1N(CCOc1ccc(C(C)(C)C)cc1)C(=O)C2=O	12	-0.2	23*	0	-5	13	-3	-3	5.3
45	CCOCCCNC(=S)N1CCCN(c2nc3cc(C)c(C)cc3cc2C#N)CC1	7	0.0	1	7	-16	-15	-3	-1	1.7
46	CCC(C)N1CC(=O)N2C(c3ccc(OC)cc3OC)c3[nH]c4ccccc4c3C[C@H]2C1=O (some centres undefined)	4	0.1	2	9	-8	1	0	6	2.3
47	COc1ccc(/C=C/C(=O)NC(=S)Nc2ccc(S(N)(=O)=O)cc2)cc1OC	-134	0.4	8	2	-4	0	-2	-12	-0.7
48	CN(Cc1ccco1)S(=O)(=O)c1nnc(NC(=O)c2ccc(F)cc2)s1	5	0.2	0	1	3	-2	3	4	1.1
49	O=S(=O)(c1ccc(NC(=S)N/N=C/c2c3ccccc3cc3ccccc23)cc1)N1CCOCC1	56*	0.2	10	0	-27	17	73*	0	4.2
50	O=c1c2[nH]c3ccc(Br)cc3c2ncn1Cc1ccncc1	3	-0.1	-1	-1	5	-20	-3	-7	1.2
51	COc1ccc(CNc2nc3ccccc3n2C(C)C)cc1	-7	0.2	0	-1	-5	-7	3	-7	2.8
52	CCn1c(-c2ccccc2)c(C(=O)O)c2ccccc21	-5	0.4	-1	-3	-22	5	-4	2	3.2
53	CN(C)CCCN1CC(C(=O)O)CC1=O (centres undefined)	2	0.1	-2	2	7	0	-2	-3	-1.7
54	CCN(CC)C(=O)CSc1nnc(-n2nc(C)cc2C)c2ccccc12	2	0.1	-3	-1	4	6	2	7	-0.2
55	CCOC(=O)C1=C(c2ccccc2)NC(=O)N(C(C)=O)C1c1cccc([N+](=O)[O-])c1 (centres undefined)	-5	-0.1	-1	-1	-12	-4	0	3	3.2
56	O=C1CC(C(=O)N2CCOCC2)C2(CCCC2)O1 (centres undefined)	-4	-0.2	-3	1	6	4	1	9	-2.4
57	FC(F)Oc1ccc(NC(=S)NNc2ccnc3cc(Cl)ccc23)cc1	0	-0.1	-4	1	-3	17	3	-3	-0.2
58	Cc1ccc(C(=O)Nc2ccc(CN3CCCCC3)cc2)c(C)c1	-3	0.4	-9	1	8	-7	2	-6	3.4
59	CCOc1ccc2cc(S(=O)(=O)N3CCOCC3)ccc2c1	0	-0.1	0	0	1	1	-4	-3	2.3
60	CC(C)c1nc(CNC(=O)CC2C(=O)NCCN2Cc2ccoc2)cs1 (centres undefined)	-1	0.0	1	-3	-26	-2	-6	-2	1.1
61	CC(OC(=O)CCC(=O)c1cccs1)C(=O)Nc1ccc(Cl)cn1 (centres undefined)	-1	0.0	0	-65	0	-2	-1	7	2.9
62	COc1ccc(CC(=O)N2N=C(C)CC2(O)C(F)(F)F)cc1 (centres undefined)	-6	0.3	-3	1	-4	-2	3	3	-1.0

Entries from the list above that have an NH in an aromatic ring, in the order listed:
item	canonical_smiles	core dimer inh	Efflux pump mplx	PP1 inh	Fh CTSL1 inh	ZTA DNA inh	PREPL inh	TPT1 inhibitor	EBNA-1 inhibitor	PP5 inh
13	Cc1[nH]c2ccccc2c1CCO	-1	-0.1	-4	2	0	1	-5	2	-0.9
19	O=c1[nH]cnc(O)c1C(c1ccc(F)cc1)c1c(O)nc[nH]c1=O	2	0.0	2	-4	-3	-3	-1	2	2.4
21	COC(=O)CSc1nc2nc(-c3cccs3)cc(C(F)(F)F)c2c(=O)[nH]1	-1	0.1	0	-2	-8	-4	0	1	-0.2
37	C=C(C)CSc1nc2nc(C)c(Br)cc2[nH]1	2	0.0	4	-2	11	0	2	9	-1.3
43	CSc1nc(O)c(/C=C2\C=Nc3ccccc32)[nH]1	-44	-0.1	6	3	11	33	0	-11	3.0
46	CCC(C)N1CC(=O)N2C(c3ccc(OC)cc3OC)c3[nH]c4ccccc4c3C[C@H]2C1=O (some centres undefined)	4	0.1	2	9	-8	1	0	6	2.3
50	O=c1c2[nH]c3ccc(Br)cc3c2ncn1Cc1ccncc1	3	-0.1	-1	-1	5	-20	-3	-7	1.2
